PKA-R2B activ: activators of PKA-R2B holoenzyme, primary screen, biochemical, fluorescence polarization, Cy5-IP20, human | cAMP-dependent protein kinase catalytic subunit beta (Homo sapiens) + cAMP-dependent … | AID 504700, 2011 | actives 0.079% (n = 340,000) | activation, % at 11.4 µM | PKA-R2B holoenzyme dissociation; R2B truncated from residue 108, S112A mutant; 0% DMSO only, 100% 113 µM cGMP;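 active = activation above a cutoff set at the mean over all compounds plus 3 SD, cut at about 18% in these data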;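 also: higher means more holoenzyme dissociation and a rise in polarization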
DAGLB inh: DAGLB lipase inhibitors, primary screen, biochemical, fluorescence, HTS. HEK293T DAGLB membrane lysate, EnzChek fluorogenic substrate. Diacylglycerol lipase-beta (Homo sapiens), Q8NCG7. AID 504411, 2011. inhibition, % at 5.17 µM. actives 0.059% (n = 340,000); in the data active = inhibition above about 34%;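 also: 0% = enzyme with vehicle and 100% = wells lacking enzyme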
Keap1 Nrf2 FP: Keap1-Nrf2 protein-protein interaction inhibitors, primary screen, biochemical, fluorescence polarization, single point. actives 0.15% (n = 340,000). Keap1 Kelch-Nrf2 peptide fluorescence polarization, 1536-well. AID 504523, 2011. inhibition, % at 9.4 µM. Kelch-like ECH-associated protein 1 (Homo sapiens), Q14145; in the data active = inhibition above about 12%;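 also: human Keap1 Kelch domain with fluorescein labeled Nrf2 9mer peptide probe; 0% = neutral control wells and 100% = peptide positive control; higher means more block of Keap1 binding to Nrf2 peptide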
Target sequence (Q14145 whole entry, looked up, the tested form may be a part): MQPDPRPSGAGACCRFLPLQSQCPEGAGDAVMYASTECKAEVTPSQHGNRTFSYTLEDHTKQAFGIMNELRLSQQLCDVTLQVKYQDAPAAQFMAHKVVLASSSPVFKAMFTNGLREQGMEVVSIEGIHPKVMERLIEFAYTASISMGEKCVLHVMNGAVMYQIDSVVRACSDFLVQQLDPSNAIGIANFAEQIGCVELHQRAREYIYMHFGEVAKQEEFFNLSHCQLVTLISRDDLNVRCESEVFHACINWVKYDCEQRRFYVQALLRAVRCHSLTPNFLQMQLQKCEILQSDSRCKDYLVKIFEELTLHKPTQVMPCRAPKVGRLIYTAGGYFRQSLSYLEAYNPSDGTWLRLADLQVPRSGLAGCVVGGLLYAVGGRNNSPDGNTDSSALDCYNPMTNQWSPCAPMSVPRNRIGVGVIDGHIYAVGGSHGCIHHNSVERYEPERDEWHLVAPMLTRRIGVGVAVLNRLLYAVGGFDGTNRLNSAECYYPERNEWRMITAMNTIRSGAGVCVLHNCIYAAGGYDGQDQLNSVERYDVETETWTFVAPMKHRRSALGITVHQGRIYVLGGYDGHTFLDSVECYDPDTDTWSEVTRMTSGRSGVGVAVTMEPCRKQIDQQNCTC
Arr AP2 block: inhibitors of beta-arrestin/AP2 binding, primary screen, biochemical, GPCR trafficking, flow cytometry; beta-arrestin 1 C-terminal peptide binding to AP2 beta2-adaptin appendage (human); FITC-arrestin peptide / GST-AP2 beads; AP2 beta2 appendage carries R879A mutation; inhibition, % at 10 µM; actives 0.31% (n = 340,000);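 active = inhibition above a set limit, near 3 SD of compounds lacking own fluorescence, cut at about 54% in these data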;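 also: plate controls were DMSO wells for no effect and 5 µM unlabelled arrestin peptide for full effect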
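test system = AP2 appendage R879A on GSH beads | buffer or medium = PBS plus Tween 20 (0.05%) and BSA (0.1%) | incubation = 12 min plus 1 h, RT | detection = bead flow cytometry, FITC channel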
SR-BI DiI inh: inhibitors of SR-BI mediated HDL lipid uptake, primary screen, ldlA[mSR-BI] cells, fluorescence, single point. ldlA[mSR-BI] CHO cells, DiI-HDL uptake fluorescence, 3 h. inhibition, % at 12.5 µM. Scavenger receptor class B member 1 (Mus musculus), Q61009. actives 0.96% (n = 320,000). AID 488896, 2010;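 active = mean replicate inhibition of at least 70% and a set share of replicates each scoring 70 or more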;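 also: 0% = median of neutral control wells and 100% = median of positive control wells; values of inactives mirror those of a sister screen read the other way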
Target sequence (Q61009 whole entry, looked up): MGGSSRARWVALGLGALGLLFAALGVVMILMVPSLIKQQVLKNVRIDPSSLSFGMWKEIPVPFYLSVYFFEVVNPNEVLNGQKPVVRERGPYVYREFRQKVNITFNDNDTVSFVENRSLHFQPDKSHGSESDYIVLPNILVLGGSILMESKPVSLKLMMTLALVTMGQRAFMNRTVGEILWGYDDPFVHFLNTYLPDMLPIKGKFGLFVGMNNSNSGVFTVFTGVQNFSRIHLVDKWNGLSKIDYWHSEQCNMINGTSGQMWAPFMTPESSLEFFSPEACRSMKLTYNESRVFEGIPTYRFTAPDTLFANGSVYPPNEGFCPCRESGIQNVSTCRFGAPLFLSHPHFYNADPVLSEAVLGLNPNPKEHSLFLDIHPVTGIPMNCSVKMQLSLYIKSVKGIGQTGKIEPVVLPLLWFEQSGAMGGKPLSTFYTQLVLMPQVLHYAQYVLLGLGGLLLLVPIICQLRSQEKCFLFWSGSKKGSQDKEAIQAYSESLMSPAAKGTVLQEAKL
NSD2 HMT inh: NSD2 histone methyltransferase inhibitors, primary screen, biochemical, AlphaScreen, single concentration, set 2 | Histone-lysine N-methyltransferase NSD2 (Homo sapiens), O96028 | NSD2 peptide methylation, 120 min | inhibition, % at 12.5 µM | actives 0.54% (n = 310,000) | AID 743445, 2014; in the data active = inhibition above about 50%
PvdQ acylase: P. aeruginosa PvdQ acylase inhibitors, primary screen, biochemical, fluorescence, plate reader and imaging, single point. PvdQ acylase [Pseudomonas aeruginosa LESB58]. purified PvdQ acylase. inhibition, % at 10 µM. actives 0.063% (n = 340,000); in the data active = inhibition above about 30%, passing the limit was not always enough;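 also: 0% = vehicle neutral wells and 100% = reference inhibitor wells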
C-LANA FP: inhibitors of KSHV C-LANA binding to DNA, primary screen, biochemical, fluorescence polarization, FAM-LBS DNA, MBP-C-LANA, single point. Kaposi's sarcoma herpesvirus LANA C-terminal domain (residues 932-1162) DNA binding. inhibition, % at 9 µM. actives 0.078% (n = 340,000);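 active = highest replicate inhibition at or above 60% at 9 µM, even if other replicates fall short; inactive = all replicates below 60% inhibition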;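 also: 0% = neutral control wells and 100% = 4 µM acridine orange control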
SR-BI DiI-HDL act: activators of SR-BI mediated DiI-HDL uptake, primary screen, ldlA[mSR-BI] CHO cells, DiI fluorescence | 3 h; 100 = double the neutral-control signal | activation, % at 12.5 µM | actives 0.096% (n = 320,000) | AID 504775, 2011;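 active = mean replicate activation of at least 60% and every replicate at or above 60%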;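 also: 0% = median plate neutral-control signal and 100% = twice that signal; values of inactives mirror those of a sister screen read the other way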
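Material: SR-BI-overexpressing, LDLR-lacking CHO cells; schedule: compound exposure 3 h, 37 °C; reagent: DiI-labelled HDL at 10 µg/mL final; technique: bottom-read fluorescence, 550/595 nm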
Cardiac RTF inh: cardiac RTF calcium sensitivity inhibitors, primary screen, biochemical, IANBD-TnC fluorescence, EC70 calcium. IANBD-labeled cardiac RTF, Ca2+ fluorescence. inhibition, % at 7.15 µM. AID 493244, 2011. Troponin I, cardiac muscle (Homo sapiens) + Troponin T, cardiac muscle (Homo sapiens) + …. actives 0.12% (n = 340,000);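 active = inhibition above the mean inhibition of all tested compounds plus 3 SD, cut at about 17% in these data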;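 also: assay run at fixed EC70 calcium of 1.6 mM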
* marks the source's active call; other numbers are inactive results; nt = no result given.

SMILES	PKA-R2B activ	DAGLB inh	Keap1 Nrf2 FP	Arr AP2 block	SR-BI DiI inh	NSD2 HMT inh	PvdQ acylase	C-LANA FP	SR-BI DiI-HDL act	Cardiac RTF inh
CCN(CCCNC(=O)CN1C(=O)COc2ccc(S(=O)(=O)N3CCC(C)CC3)cc21)Cc1ccccc1	1	-2	-5	-2	7	8	8	nt	-7	-7
CCc1ccc(-n2c(C)nc3cc(C(=O)NCc4cccnc4)ccc32)cc1	-2	2	-3	36	-2	4	8	-1.8	2	4
CSc1ccc(S(=O)(=O)Nc2c(C)n(C)n(-c3ccccc3)c2=O)cc1	-10	-1	-5	-9	-5	0	-16	-2.4	5	-1
O=C(NCCC1=CCCCC1)C1CCN(C(=O)Cc2ccccc2)CC1	0	-2	-1	4	27	14	8	0.1	-27	-5
CCN(CC)S(=O)(=O)c1cc(NC(=O)C2=COCCO2)ccc1Cl	-5	-1	-2	33	-1	0	6	-0.5	1	-12
COCCN1C(=O)N[C@@H](c2ccco2)C(C(C)=O)=C1C	-13	0	4	-6	-48	nt	-16	0.9	48	-6
C=CCCCCc1nc2ccccc2c(=O)n1N	5	1	4	0	-7	2	-7	-0.4	7	0
O=C(COC(=O)c1ncc(Cl)c(Cl)c1Cl)NCCc1ccccc1	-14	-8	-3	-11	-16	-7	5	-21	16	-4
O=C(Nc1ccc(N2CCCC2)cc1)c1cccc(-c2cc3ccccc3oc2=O)c1	4	-9	1	-9	90*	-1	8	-3.1	-90	-1
CCC(CC)C(=O)N1c2ccc(F)cc2CCC1C (configuration not stated)	0	-2	-3	29	-7	-1	6	-1.9	7	-7
CC(C)N(C)C(=O)C(=O)c1cccn1-c1cccc(Cl)c1C#N	-9	-3	-4	12	-19	-2	8	-0.3	19	8
Nc1ccccc1SC1CC(=O)N(c2ccc3c(c2)OCO3)C1=O (configuration not stated)	nt	nt	1	-1	-2	1	-3	0.7	2	nt
CC(C)C(=O)NC(C)C(c1cccs1)N1CCN(c2ccccc2)CC1 (configuration not stated)	2	-5	-2	4	-23	-6	7	-1.5	23	0
Nc1nnc(CCOc2ccccc2Cl)s1	8	-1	6	23	4	3	-11	0.4	-4	-4
COc1ccc(-c2nn(-c3ccccc3)cc2C(N)=O)cc1OC	4	-3	-5	46	12	-3	-2	0.2	-12	0
O=C(c1cccn(Cc2ccc(C(F)(F)F)cc2)c1=O)N1CCOCC1	7	-4	3	33	7	2	2	-1.2	-7	-6
CCc1cc2c(-c3ccccc3)cc(=O)oc2cc1OCC(C)=O	-2	0	-3	24	30	0	-4	-0.8	-30	0
COc1cc(OC)c(C(=O)O/N=C(\N)c2cccc(C)c2)cc1OC	-16	-5	-2	-20	40	-3	-10	1.2	-40	-5
Cc1ccccc1-c1nnn(CC(=O)NCc2ccc3c(c2)OCO3)n1	-7	-2	-3	-6	-7	-1	-11	-0.1	7	-6
CNC(=O)CN(CCc1ccccc1)S(=O)(=O)c1ccc(OC)cc1	2	1	0	-26	-3	0	-9	3.0	3	-15
COc1ccc(N2CCN(C(=O)COC(=O)COc3ccc(C#N)cc3)CC2)cc1	3	-1	-5	5	1	-2	-11	-0.4	-1	12
O=[N+]([O-])c1ccc2c(c1)nc1n2CCN(C2CCCCC2)C1	-13	5	1	11	-10	-1	-10	-0.1	10	5
CCOc1cccc(C(=O)Nc2cccc(-c3nnc(-c4ccc(C)cc4)o3)c2)c1	0	1	-3	-3	53	5	-5	0.4	-53	-7
O=C(CSc1ncn[nH]1)NN(c1ccccc1)c1ccccc1	4	1	-3	6	0	-3	-41	0.5	0	4
COc1cccc(Nc2nc(C)cc(C)c2C(N)=O)c1	-5	2	-3	9	-4	0	-4	-2.0	4	-3

Whole records, quoted from the list. Values in the order: PKA-R2B activ | DAGLB inh | Keap1 Nrf2 FP | Arr AP2 block | SR-BI DiI inh | NSD2 HMT inh | PvdQ acylase | C-LANA FP | SR-BI DiI-HDL act | Cardiac RTF inh
Listed for CCC(CC)C(=O)N1c2ccc(F)cc2CCC1C (configuration not stated) : 0 | -2 | -3 | 29 | -7 | -1 | 6 | -1.9 | 7 | -7
Listed for COc1cccc(Nc2nc(C)cc(C)c2C(N)=O)c1 : -5 | 2 | -3 | 9 | -4 | 0 | -4 | -2.0 | 4 | -3
Listed for CC(C)C(=O)NC(C)C(c1cccs1)N1CCN(c2ccccc2)CC1 (configuration not stated) : 2 | -5 | -2 | 4 | -23 | -6 | 7 | -1.5 | 23 | 0

An excerpt from above in order of count of non-hydrogen atoms, smallest number first:
SMILES	PKA-R2B activ	DAGLB inh	Keap1 Nrf2 FP	Arr AP2 block	SR-BI DiI inh	NSD2 HMT inh	PvdQ acylase	C-LANA FP	SR-BI DiI-HDL act	Cardiac RTF inh
O=[N+]([O-])c1ccc2c(c1)nc1n2CCN(C2CCCCC2)C1	-13	5	1	11	-10	-1	-10	-0.1	10	5
Nc1ccccc1SC1CC(=O)N(c2ccc3c(c2)OCO3)C1=O (configuration not stated)	nt	nt	1	-1	-2	1	-3	0.7	2	nt
O=C(NCCC1=CCCCC1)C1CCN(C(=O)Cc2ccccc2)CC1	0	-2	-1	4	27	14	8	0.1	-27	-5

Ordered by value in Arr AP2 block (rising): four of the compounds above
SMILES	PKA-R2B activ	DAGLB inh	Keap1 Nrf2 FP	Arr AP2 block	SR-BI DiI inh	NSD2 HMT inh	PvdQ acylase	C-LANA FP	SR-BI DiI-HDL act	Cardiac RTF inh
CSc1ccc(S(=O)(=O)Nc2c(C)n(C)n(-c3ccccc3)c2=O)cc1	-10	-1	-5	-9	-5	0	-16	-2.4	5	-1
COc1ccc(N2CCN(C(=O)COC(=O)COc3ccc(C#N)cc3)CC2)cc1	3	-1	-5	5	1	-2	-11	-0.4	-1	12
CC(C)N(C)C(=O)C(=O)c1cccn1-c1cccc(Cl)c1C#N	-9	-3	-4	12	-19	-2	8	-0.3	19	8
COc1ccc(-c2nn(-c3ccccc3)cc2C(N)=O)cc1OC	4	-3	-5	46	12	-3	-2	0.2	-12	0

(list continues)
SMILES	PKA-R2B activ	DAGLB inh	Keap1 Nrf2 FP	Arr AP2 block	SR-BI DiI inh	NSD2 HMT inh	PvdQ acylase	C-LANA FP	SR-BI DiI-HDL act	Cardiac RTF inh
CCc1cc(=O)oc2cc(OCC=C(C)C)ccc12	-5	-6	-6	16	27	-1	-4	2.3	-8	-17
O=c1cc(CN2CCN(c3ccccn3)CC2)nc2sccn12	-5	0	2	7	0	1	7	-0.9	0	-11
Cc1c(NC(=O)C23CC4CC(CC(C4)C2)C3)c(=O)n(-c2ccccc2)n1C	-2	0	-4	-7	4	0	-10	-0.1	-4	-1
COc1ccccc1C(=O)n1nc(-c2ccccc2)nc1NCc1ccco1	-3	-11	-3	2	25	13	-16	-1.6	-25	-6
Cc1c(C(=O)N2CCCCCC2)oc2ccccc12	8	-4	5	-1	12	-4	-3	-1.8	-12	-3
CC(=O)Nc1ccc(S(=O)(=O)N(C)CC(=O)OCC(=O)Nc2cc(C)on2)cc1	-5	-1	-1	40	-1	9	1	0.9	1	-6
CCCCCOC(=O)C(C)c1c(C)[nH]c(=S)[nH]c1=O (configuration not stated)	8	0	-1	4	-13	nt	0	-0.2	13	3
O=C(c1ccc2ccccc2c1)N1CCc2ccccc21	-3	-9	-1	13	38	7	0	1.7	-38	1
CC(C)(C)NCC(O)COc1ccccc1C(=O)CCc1ccccc1 (configuration not stated)	4	-1	-3	7	12	5	3	0.6	-3	1
COC(=O)NNC(=O)Cc1cccc2ccccc12	0	1	-2	1	-37	-1	-8	0.5	37	5
Cc1cc2nc(-c3ccc(=O)[nH]c3)n(Cc3ccccc3)c2cc1C	3	-1	-1	-3	25	0	-10	1.2	-25	4
O=C(CCc1n[nH]c(=O)[nH]c1=O)N1CCCCC1	0	0	0	1	-4	nt	-15	-0.4	4	-9
COc1ccc(NC(=O)CN2CCN(CC(=O)Nc3ccc(F)cc3F)CC2)cc1	4	-3	5	9	6	-3	7	-4.1	-6	-7
Cc1nn(-c2ccccc2)c(C)c1/C=N/NC(=O)c1cnccn1	8	0	-6	5	12	nt	-10	-3.2	-12	-2
O=C(O)C1C2C=CC3(O2)C1C(=O)N1c2ccccc2COC13 (configuration not stated)	13	0	6	0	-13	0	-6	0.5	13	-10
COc1ccc(Sc2nc(-c3ccccc3)ncc2C(=O)O)cc1	0	1	-3	-2	-23	0	-5	0.3	23	4
COCCNC(=O)c1onc(CSc2cccc(Cl)c2)c1C(=O)O	12	3	-1	0	-37	nt	-8	1.6	37	3
CSCCC(NC(=O)c1ccc(Cl)cc1)C(=O)OCC(=O)Nc1cc(Cl)ccc1C#N (configuration not stated)	-10	-4	-1	-14	7	1	-10	-2.6	-7	-7
COc1ccc(NC(=O)c2cc3ccccc3cc2O)cc1	-5	4	-3	23	33	2	9	-1.6	-33	-3
Cc1cc(NC(=O)c2nn3cccnc3c2Cl)no1	5	0	-4	0	-15	10	-3	-2.6	15	-2
C[C@H]1[C@H](C)CC[C@]2(C)CC[C@]3(C)C(=CC(=O)C4[C@@]5(C)CC[C@H](O)C(C)(C)C5CC[C@]43C)[C@H]12 (some centres not stated)	0	-6	-2	-4	-6	nt	-11	0.8	6	-3
CCCCC1=CC2=CC(=O)C(C)(OC(=O)CC)C(=O)C2=CN1CCOC (configuration not stated)	-2	3	-4	2	-5	nt	4	2.3	5	-25
O=C(c1ccccc1)c1ccc(N2CCCC2)cc1	1	-5	-3	-1	8	3	-5	-1.5	-8	2
CCc1cc2c3c(c(=O)oc2cc1OC)CCCC3	-14	-16	-3	0	34	-3	-14	-0.5	-34	-2
Cc1cccc(-n2c(C)nc3cc(C(=O)NCC4CCCO4)ccc32)c1 (configuration not stated)	4	1	-3	0	1	2	-11	-1.7	-1	-10
CSCCC(NS(=O)(=O)c1ccccc1F)C(=O)NC(C)c1ccccc1 (configuration not stated)	10	1	6	42	-24	-3	5	0.7	24	2

A few values from above:
CC(=O)Nc1ccc(S(=O)(=O)N(C)CC(=O)OCC(=O)Nc2cc(C)on2)cc1 in PvdQ acylase → 1
COCCNC(=O)c1onc(CSc2cccc(Cl)c2)c1C(=O)O in Keap1 Nrf2 FP → -1

High-throughput results from PubChem BioAssay.

Rows are unselected (roughly 2.1% active in at least one column).
